NSD2 inh: NSD2 (human) methyltransferase inhibition; O96028; NSD2 peptide methylation, AlphaScreen, 120 min; inhibition, % at 12.5 µM; actives 0.54% (n = 310,000); AID 743445; in the data active means inhibition above about 50%
Cardiac RTF inh: cardiac RTF calcium desensitization. inhibition, % at 7.15 µM. P19429+P45379. AID 493244. actives 0.12% (n = 340,000). IANBD-labeled cardiac RTF, Ca2+ fluorescence;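 active means inhibition above the mean inhibition of all tested compounds plus 3 SD, cut at about 17% in these data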;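 further: assay run at fixed EC70 calcium of 1.6 mM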
PKA-R2B activ: PKA-R2B complex activation. actives 0.079% (n = 340,000). PKA-R2B holoenzyme dissociation, Cy5-IP20 fluorescence polarization; R2B truncated from residue 108, S112A mutant; 0% DMSO only, 100% 113 µM cGMP. AID 504700. activation, % at 11.4 µM;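 active means activation above a cutoff set at the mean over all compounds plus 3 SD, cut at about 18% in these data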;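 further: higher means more holoenzyme dissociation and a rise in polarization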
Target sequence (P31323 whole entry, looked up, other chains not shown, the tested form may be a part): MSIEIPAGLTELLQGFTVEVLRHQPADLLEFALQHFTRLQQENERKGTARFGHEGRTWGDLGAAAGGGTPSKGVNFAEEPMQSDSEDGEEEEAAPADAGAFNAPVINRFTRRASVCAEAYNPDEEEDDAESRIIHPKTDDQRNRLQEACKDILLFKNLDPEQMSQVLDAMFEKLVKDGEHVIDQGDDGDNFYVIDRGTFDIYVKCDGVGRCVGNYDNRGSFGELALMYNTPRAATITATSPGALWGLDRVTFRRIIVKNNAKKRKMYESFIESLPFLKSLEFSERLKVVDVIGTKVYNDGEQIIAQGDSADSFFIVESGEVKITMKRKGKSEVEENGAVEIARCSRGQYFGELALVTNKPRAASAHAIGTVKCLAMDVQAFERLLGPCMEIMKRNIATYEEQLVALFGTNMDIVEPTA
SR-BI DiI-HDL act: SR-BI HDL lipid transfer activation | AID 504775 | activation, % at 12.5 µM | actives 0.096% (n = 320,000) | CHO ldlA[mSR-BI] cells, DiI-HDL uptake fluorescence, 3 h; 100 = double the neutral-control signal;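 active means mean replicate activation of at least 60% and every replicate at or above 60%; inconclusive means mean or all-replicate condition met, but not both; inactive means mean below 60% and not all replicates reaching 60%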;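 further: 0% = median plate neutral-control signal and 100% = twice that signal; values of inactives mirror those of a sister screen read the other way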
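Material: SR-BI-overexpressing, LDLR-lacking CHO cells | Dosing: Single compound concentration, delivered by pin transfer | Probe or stimulus: Labelled HDL, 10 µg/mL | Signal: Bottom-read cell fluorescence after medium removal, ex 550/em 595 nm | Schedule: 3 h, 37 °C | Evaluation: HDL uptake via cellular fluorescence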
SR-BI HDL uptake: mouse SR-BI HDL lipid transfer inhibition. Q61009. ldlA[mSR-BI] CHO cells, DiI-HDL uptake fluorescence, 3 h. inhibition, % at 12.5 µM. actives 0.96% (n = 320,000);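 active means mean replicate inhibition of at least 70% and a set share of replicates each scoring 70 or more; inconclusive means meets just one of the two criteria; inactive means fails both criteria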;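 further: 0% = median of neutral control wells and 100% = median of positive control wells; values of inactives mirror those of a sister screen read the other way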
C-LANA FP: blocks KSHV LANA C-terminal domain binding to DNA; inhibition, % at 9 µM; AID 504423; actives 0.078% (n = 340,000); MBP-C-LANA/FAM-LBS DNA binding, fluorescence polarization;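 active means highest replicate inhibition at or above 60% at 9 µM, even if other replicates fall short; inactive means all replicates below 60% inhibition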;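 further: 0% = neutral control wells and 100% = 4 µM acridine orange control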
DAGLB inh: blocks human DAGLB lipase activity; Q8NCG7; HEK293T DAGLB membrane lysate, EnzChek fluorogenic substrate; inhibition, % at 5.17 µM; actives 0.059% (n = 340,000); AID 504411; in the data active means inhibition above about 34%;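 further: 0% = enzyme with vehicle and 100% = wells lacking enzyme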
Keap1 Nrf2 FP: disrupts human Keap1 binding to Nrf2 peptide; Q14145; inhibition, % at 9.4 µM; actives 0.15% (n = 340,000); Keap1 Kelch-Nrf2 peptide fluorescence polarization, 1536-well; in the data active means inhibition above about 12%; inconclusive means no clear call, values can overlap the other calls; inactive means below about 7.3%;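 further: human Keap1 Kelch domain with fluorescein labeled Nrf2 9mer peptide probe; 0% = neutral control wells and 100% = peptide positive control; higher means more block of Keap1 binding to Nrf2 peptide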
Target sequence (Q14145 whole entry, looked up, the tested form may be a part): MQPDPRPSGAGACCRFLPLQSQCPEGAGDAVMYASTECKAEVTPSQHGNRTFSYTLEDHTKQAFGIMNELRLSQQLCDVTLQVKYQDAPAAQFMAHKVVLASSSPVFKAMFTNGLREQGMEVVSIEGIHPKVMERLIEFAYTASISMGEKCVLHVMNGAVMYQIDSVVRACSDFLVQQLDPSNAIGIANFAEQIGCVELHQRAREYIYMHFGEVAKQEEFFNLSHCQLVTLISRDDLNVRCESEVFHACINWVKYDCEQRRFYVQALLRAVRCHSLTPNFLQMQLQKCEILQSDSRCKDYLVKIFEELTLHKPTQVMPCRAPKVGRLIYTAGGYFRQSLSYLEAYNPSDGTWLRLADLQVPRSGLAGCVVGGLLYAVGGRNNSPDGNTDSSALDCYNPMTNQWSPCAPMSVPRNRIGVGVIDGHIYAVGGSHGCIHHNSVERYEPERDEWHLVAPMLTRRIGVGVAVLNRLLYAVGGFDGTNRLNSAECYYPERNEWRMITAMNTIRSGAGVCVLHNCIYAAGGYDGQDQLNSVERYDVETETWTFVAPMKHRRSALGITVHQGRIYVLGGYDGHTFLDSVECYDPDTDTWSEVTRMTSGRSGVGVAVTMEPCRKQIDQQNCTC
Arr AP2 block: human beta-arrestin and AP2 interaction inhibition | actives 0.31% (n = 340,000) | FITC-arrestin peptide / GST-AP2 beads, flow cytometry; AP2 beta2 appendage carries R879A mutation | AID 504490 | inhibition, % at 10 µM;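 active means inhibition above a set limit, near 3 SD of compounds lacking own fluorescence, cut at about 54% in these data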;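 further: plate controls were DMSO wells for no effect and 5 µM unlabelled arrestin peptide for full effect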
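Material – GST-tagged AP2 beta2-adaptin appendage (R879A) on 4 µm glutathione beads · Probe or stimulus – fluorescein-tagged arrestin peptide at 50 nM final · Timing – 12 min plus 1 h, RT · Detection – bead flow cytometry, FITC channel · Read-out basis – inhibition as reduced fluorescein signal on beads, percent · Medium – PBS plus Tween 20 (0.05%) and BSA (0.1%)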
PvdQ inh: blocks Pseudomonas aeruginosa PvdQ acylase activity. purified PvdQ acylase, fluorescence plate reader. inhibition, % at 10 µM. actives 0.063% (n = 340,000); in the data active means inhibition above about 30%, passing the limit was not always enough; inconclusive means no clear call, values can overlap the other calls;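 further: 0% = vehicle neutral wells and 100% = reference inhibitor wells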
Numbers without * were called inactive; ? = inconclusive; . = not tested or not shown. This is a random part of the collection; overall some 2.1% were active at least once.

SMILES	NSD2 inh	Cardiac RTF inh	PKA-R2B activ	SR-BI DiI-HDL act	SR-BI HDL uptake	C-LANA FP	DAGLB inh	Keap1 Nrf2 FP	Arr AP2 block	PvdQ inh
O=C(CCNC(=O)Cn1cnc2ccccc2c1=O)NCC1CCCO1 (centres undefined)	-2	12	-1	-1	1	8.1	-1	-4	-2	2
COc1ccc(OC)c(C2CC(=O)C3=C(C2)NC(=O)CC3c2ccc(O)c(OC)c2)c1 (centres undefined)	2	-6	-2	-69	69	1.7	0	-2	19	0
O=C(Cn1cnc2ccccc2c1=O)NCc1ccc2c(c1)OCO2	-1	-1	-6	6	-6	1.0	0	-2	-7	-19
CCCC(C(=O)NC1CCCC1)N(C(=O)Cn1nnc(-c2ccc(C)o2)n1)c1ccccc1OC (centres undefined)	2	-14	-7	11	-11	0.0	-4	0	29	3
Cc1cnc(C(=O)NC2CC(C)(C)Cc3c2cnn3-c2cccc(F)c2)cn1 (centres undefined)	-3	5	-10	-28	28	0.9	0	2	41	-8
COc1cccc2cc(-c3cn4ccc(C)cc4n3)c(=O)oc12	1	2	5	-11	11	-0.4	1	2	12	-8
COc1cccc(NC(=O)c2oc3ccccc3c2NC(C)=O)c1	0	0	-11	-20	20	-0.8	-2	-6	25	2
Cc1[nH]c(C)c(S(=O)(=O)N2CCCCC2)c1C(=O)N1CCCC1	-2	-12	-8	12	-12	-1.6	0	-5	-20	-14
CN1CCN(c2ccccc2NC(=O)c2ccc(N3CCCC3)c([N+](=O)[O-])c2)CC1	34	-3	5	-27	27	2.1	-2	6	3	-1
CC12CCC(=O)C=C1CCC1C2C(=O)CC2(C)C1CCC2(O)C(=O)CO (centres undefined)	0	-8	-7	-2	2	0.4	-1	-7	-2	-10
COc1ccc(C2C(O)C(c3c[nH]c4ccccc34)=NN2C(=O)CCl)cc1 (centres undefined)	.	5	0	-14	14	0.7	3	-4	6	13
CC1CCc2sc(C(=O)N(C)CC(=O)Nc3ccc(N4CCOCC4)cc3)cc2C1 (centres undefined)	7	3	7	8	-8	-0.6	1	2	-10	-16
Cc1ccc2[nH]c(=O)c(CN(Cc3ccccc3)Cc3nnnn3C3CCCC3)cc2c1	0	-1	1	-9	9	-0.9	4	8	4	18
O=C1CN(c2ccc(F)cc2)C(=S)N1c1ccccc1	10	-10	2	-6	6	-3.4	0	7	-4	-7
Cn1nnc(NC(=O)CSc2ncn[nH]2)n1	17	1	-6	.	23	-0.5	2	2	8	-20
Cc1occc1-c1nnc(SCC(=O)c2ccc3c(c2)OCCO3)n1CC1CCCO1 (centres undefined)	1	-6	-3	.	.	1.2	1	-5	-1	7
CCC1CCCCN1CCCNC(=O)c1ccc(CS(=O)(=O)c2ccc(Br)cc2)o1 (centres undefined)	6	0	-1	21	-21	-0.8	-2	-3	-2	-13
Cc1nnc(SCC(=O)N2CC(C)OC(C)C2)n1-c1ccccc1 (centres undefined)	-1	2	1	.	.	1.7	-1	4	11	3
O=C(Nc1ccccc1Cl)c1ccccc1	-5	-6	-4	-9	9	0.3	-1	0	35	0
CCCCN(C(=O)c1cccc(S(=O)(=O)N2CCN(C)CC2)c1)c1c(N)n(CC(C)C)c(=O)[nH]c1=O	0	3	-16	41	-41	-0.4	0	-3	7	12
NC(CC(=O)O)c1ccc(F)cc1 (centres undefined)	-2	6	7	2	-2	-0.4	-2	3	-1	3
Cc1ccc(S(=O)(=O)NCCC(=O)N2CCCC(C)C2)cc1 (centres undefined)	1	-3	-6	-7	7	-2.4	-1	-1	-5	12
O=C(NC(=S)Nc1ccc(Cl)cn1)C12CC3CC(CC(C3)C1)C2	-1	-8	-21	11	-11	-0.4	-14	-7	-5	-7
O=C(CCN1CCOCC1)NCc1ccccc1	-2	-1	-7	17	-17	1.4	-3	1	-4	-9
Cc1ccc(SC(=O)COc2ccccc2C)cc1	1	-15	0	11	-11	-1.3	-3	-9	1	-7
CC1CCCCC1NC(=O)CSc1nnc(-c2ccccc2)n1N (centres undefined)	-1	3	5	-4	4	-1.0	3	-2	31	0
COc1cc(NS(C)(=O)=O)ccc1Nc1c2ccccc2nc2ccccc12	.	3	1	-72	?	-1.0	5	-5	24	8
COC(=O)C1=[N+]([O-])OC(C(=O)OC)C1c1c[nH]c2ccccc12 (centres undefined)	.	-1	0	17	-17	0.3	-2	0	35	-2
O=C1C2C3C=CC([C@@H]2C(=O)N1Cc1cccnc1)C31CC1 (some centres undefined)	2	5	-3	20	-20	1.4	-2	-2	-9	16
c1ccc2oc(-c3[nH]ncc3CN3CCSCC3)cc2c1	6	10	-15	14	-14	0.6	-1	1	-5	-4
O=C(Cn1[nH]c(=O)c2ccccc2c1=O)NCC1COc2ccccc2O1 (centres undefined)	.	0	-10	1	-1	0.4	0	-1	8	-3
COc1ccc(CNC(=S)NC2CCCCC2)cc1	0	-6	1	-8	8	-0.3	-2	1	6	-6
CCCC(=O)N(c1ccc2oc(=O)sc2c1)S(=O)(=O)c1cccs1	3	1	7	-21	21	1.3	18	-2	1	-12
CCN(CC)CCN(Cc1cc2cc(C)cc(C)c2[nH]c1=O)C(=S)NCc1ccco1	23	-28	-12	-9	9	0.0	2	-13	3	-15
CC1CCN(S(=O)(=O)N2CCCC(C(=O)NCc3ccccc3Cl)C2)CC1 (centres undefined)	5	-3	-15	7	-7	0.8	-3	-2	-1	-16
CCn1c(SCC(=O)OC(C)C)nnc1-c1ccccc1OC	-4	3	2	3	-3	0.5	2	0	22	1
COc1nc(NCc2cccnc2)nc(OC)n1	3	-1	-6	24	-24	-1.2	-2	0	29	17
COc1cc(CCCN2C(N)=NC[C@@H]2c2ccccc2)cc(OC)c1OC	.	0	-8	7	-7	-0.4	-1	-1	.	-11
NC(=O)C1CCCN(CC(=O)Nc2cc(S(=O)(=O)N3CCOCC3)ccc2N2CCCC2)C1 (centres undefined)	1	-9	2	27	-27	-1.3	3	-6	-10	-2
CC(=O)c1c(O)c2ccccc2n(C2CCCCC2)c1=O	1	8	-11	18	-18	2.4	-4	-1	2	-13
O=C(C1CCN(c2ccc(N3CCOCC3)nn2)CC1)N1CCN(c2ccc(F)cc2)CC1	.	-12	1	-24	24	1.1	-1	-3	8	-11
COCC(=O)Nc1nnc(-c2ccc(C(C)(C)C)cc2)s1	0	7	6	14	-14	-0.8	4	-2	-43	10
ClC1=C(Cl)C(Cl)=C(Cl)C1=C/C=C/c1ccccc1	5	10	0	7	-7	0.8	3	-2	-2	-3
Cn1c(CNC(=O)CNS(=O)(=O)c2ccc(Cl)cc2)cc(=O)n(C)c1=O	3	-1	5	25	-25	-0.7	-1	-3	2	-28
CCOC(=O)COc1ccc(S(=O)(=O)N2CCN(C(=O)OCC)CC2)cc1	.	2	-6	15	-15	-0.4	-1	-2	5	-4
Cc1[nH]c2ccccc2c1C(=O)CSCC(=O)O	1	-8	5	-2	2	1.6	-6	-8	0	-16
Fc1ccc(-c2csc3ncnc(Cl)c23)cc1	-1	-5	-2	4	-4	-0.6	-4	0	4	-24
CC(C)CC(=O)N(c1ccc(F)cc1)C1C=CS(=O)(=O)C1 (centres undefined)	-3	8	3	13	-13	-1.5	5	-1	27	6
O=C(CCS(=O)(=O)c1ccccc1)N1CCN(c2ccc(F)cc2)CC1	0	-8	4	25	-25	1.3	3	0	34	-2
Cc1ccc(OCC(=O)Nc2nnc(S(=O)(=O)N3CCC(C)CC3)s2)cc1	2	-14	6	9	-9	-0.9	6	-10	7	-9
COc1c(F)c(F)c(C(=O)Nc2cccc(Cl)c2N2CCOCC2)c(F)c1F	56*	-15	3	-36	36	-0.1	-17	1	6	-6
COc1ccc(NC(=O)CCNS(=O)(=O)c2cc(Br)ccc2Br)cc1S(N)(=O)=O	3	-14	-2	2	-2	0.5	1	-5	1	-5
CN(Cc1ccccc1)c1ccc2nnc(-c3ccccc3)n2n1	.	-8	1	-4	4	-0.4	-1	1	-4	-18
COc1ccc(-c2nc(CN(C)C(C)c3ccon3)c(C)o2)c(C)c1C (centres undefined)	2	-11	6	-27	27	1.4	-1	4	2	-7
CCOC(=O)[C@@H]1[C@H]2COc3ccc(Br)cc3[C@@H]2N2C(=O)N(c3ccc(C)cc3)C(=O)[C@]12C	.	4	0	-12	12	-0.7	-9	-2	1	-7
CCCn1c(SCC(=O)NCc2ccccc2)nnc1-c1ccncc1	-3	-3	-7	27	-27	-2.1	1	0	25	1
Clc1ccccc1CSc1cnnc2ccccc12	-1	0	-6	14	-14	-1.1	1	-4	1	-10
CCOc1ccc(CNC(=O)CCCn2ccc3cc(S(=O)(=O)N4CCCC4)ccc32)cc1	1	0	2	15	-15	0.0	0	-1	5	-10
O=c1cc(-c2ccc(O)cc2)oc2ccccc12	.	2	-5	-23	23	2.3	-3	1	-2	17
CC(C)CCNC(=O)C1CC2Cn3c(nc4cc(Cl)c(Cl)cc43)C2N1C (centres undefined)	.	-21	5	-16	16	-1.4	0	-3	6	0
C=CCN1C(=O)/C(=c2\sc3nc(=O)c(Cc4ccccc4Cl)nn3c2=O)c2ccccc21	2	1	-11	.	.	.	-1	-1	4	-15
Cn1c(SCc2cccc([N+](=O)[O-])c2)nc2c(c1=O)SCC2	16	0	-20	-49	49	0.4	-1	3	-1	2

Compound profiles, from the list above:
Profile of CN1CCN(c2ccccc2NC(=O)c2ccc(N3CCCC3)c([N+](=O)[O-])c2)CC1 = NSD2 inh = 34; Cardiac RTF inh = -3; PKA-R2B activ = 5; SR-BI DiI-HDL act = -27; SR-BI HDL uptake = 27; C-LANA FP = 2.1; DAGLB inh = -2; Keap1 Nrf2 FP = 6; Arr AP2 block = 3; PvdQ inh = -1
Profile of COc1c(F)c(F)c(C(=O)Nc2cccc(Cl)c2N2CCOCC2)c(F)c1F = NSD2 inh = 56*; Cardiac RTF inh = -15; PKA-R2B activ = 3; SR-BI DiI-HDL act = -36; SR-BI HDL uptake = 36; C-LANA FP = -0.1; DAGLB inh = -17; Keap1 Nrf2 FP = 1; Arr AP2 block = 6; PvdQ inh = -6

Two entries picked at random from those above:
SMILES	NSD2 inh	Cardiac RTF inh	PKA-R2B activ	SR-BI DiI-HDL act	SR-BI HDL uptake	C-LANA FP	DAGLB inh	Keap1 Nrf2 FP	Arr AP2 block	PvdQ inh
COc1c(F)c(F)c(C(=O)Nc2cccc(Cl)c2N2CCOCC2)c(F)c1F	56*	-15	3	-36	36	-0.1	-17	1	6	-6
COc1ccc(NC(=O)CCNS(=O)(=O)c2cc(Br)ccc2Br)cc1S(N)(=O)=O	3	-14	-2	2	-2	0.5	1	-5	1	-5

Assay outcomes from PubChem BioAssay.
